Screening data from PubChem BioAssay.
PLK1 PBD block: inhibitors of human PLK1 polo-box domain binding; AID 720504; hit rate 2.8% among 360,000; Plk1 PBD binding of FITC phosphopeptide, fluorescence polarization; Potency, µM, inactives show max response, negative = inhibition, actives largely listed as inhibitors; P53350; note: potency is the fitted concentration of half-maximal effect; series mostly up to about 57 µM; % is set by controls: 0 for no effect and ±100 for the full control effect; nearly all actives have a fitted effect of over 65% in size
Target sequence (P53350 whole entry, looked up, the tested form may be a part): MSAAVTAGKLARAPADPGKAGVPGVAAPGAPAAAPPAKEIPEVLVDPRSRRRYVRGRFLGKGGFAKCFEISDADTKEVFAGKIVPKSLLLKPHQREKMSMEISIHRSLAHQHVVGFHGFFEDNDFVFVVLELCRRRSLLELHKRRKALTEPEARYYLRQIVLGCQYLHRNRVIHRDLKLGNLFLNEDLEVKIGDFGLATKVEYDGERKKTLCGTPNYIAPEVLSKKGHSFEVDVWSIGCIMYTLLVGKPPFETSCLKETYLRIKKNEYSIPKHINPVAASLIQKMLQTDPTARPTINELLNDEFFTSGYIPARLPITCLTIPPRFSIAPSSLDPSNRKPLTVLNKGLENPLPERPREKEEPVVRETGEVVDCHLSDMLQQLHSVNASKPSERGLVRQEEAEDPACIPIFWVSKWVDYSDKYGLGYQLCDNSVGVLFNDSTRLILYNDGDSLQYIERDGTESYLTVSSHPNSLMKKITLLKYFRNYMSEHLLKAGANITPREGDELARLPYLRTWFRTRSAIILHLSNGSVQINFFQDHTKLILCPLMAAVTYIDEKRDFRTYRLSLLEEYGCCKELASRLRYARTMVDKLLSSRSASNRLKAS
Abeta yeast res: A-beta toxicity reversal in yeast; AID 1347071; Potency, µM (doses to about 46.1 µM), inactives show top-dose growth rescue, most hits filed as activators; hit rate 0.063% among 410,000; yeast expressing A-beta42, growth rescue, OD600, 48 h; response scale: 0% DMSO, 100% iron-clioquinol control; note: potency is the fitted concentration of half-maximal effect; nearly all actives have a fitted effect of over 55% in size
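Yeast A-beta toxicity model in growth medium with pinned compounds, 48 h at 30 C; growth read as absorbance at 600 nm. Normalized to FeCl3/clioquinol equimolar mix (positive) and DMSO (negative).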
PI5P4Ka inh: inhibitors of human PI5P4K alpha; P48426; PI5P4Kalpha enzyme, ADP-Glo luminescence, 60 min; hits give low values; max response, %; hit rate 1.2% among 330,000; active = max response of -50% or lower; inconclusive = between -30% and -50%; inactive = -30% or higher; note: value at the top dose of about 77 µM; % is set by controls: 0 for no effect and ±100 for the full control effect
Target sequence (P48426 whole entry, looked up): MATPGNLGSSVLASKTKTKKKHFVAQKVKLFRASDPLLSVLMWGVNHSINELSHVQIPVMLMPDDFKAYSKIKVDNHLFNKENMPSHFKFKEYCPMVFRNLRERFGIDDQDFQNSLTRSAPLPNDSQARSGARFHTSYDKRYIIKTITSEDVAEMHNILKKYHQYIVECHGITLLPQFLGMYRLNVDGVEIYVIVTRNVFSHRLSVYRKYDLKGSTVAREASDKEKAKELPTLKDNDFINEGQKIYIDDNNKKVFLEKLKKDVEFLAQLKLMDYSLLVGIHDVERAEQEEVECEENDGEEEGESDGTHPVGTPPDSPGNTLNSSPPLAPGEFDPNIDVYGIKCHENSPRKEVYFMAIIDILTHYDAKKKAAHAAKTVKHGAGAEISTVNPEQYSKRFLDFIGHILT
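Controls without substrate or without enzyme flank wells where PI5P4Kalpha converts substrate using 5 microM ATP (final). Incubation lasts 60 minutes at room temperature; ADP formed is read by ADP-Glo luminescence.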
WRN inhibitor: blocks human WRN helicase. hit rate 0.46% among 360,000. Potency, µM (doses to about 114 µM), for the others: top-dose activity change, negative = inhibition, most hits filed as inhibitors. WRN helicase unwinding, fluorescent forked duplex, kinetic; note: potency is the fitted concentration of half-maximal effect; % is set by controls: 0 for no effect and ±100 for the full control effect; nearly all actives have a fitted effect of over 55% in size
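Kinetic red-fluorescence monitoring (525/598 nm) tracks WRN helicase activity after 100 nM fluorophore-quencher forked duplex and 2 mM ATP are added to 20 nM enzyme pretreated 15 min at room temperature with compound.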
EPAC1 ag: agonists of human EPAC1 | hit rate 0.073% among 360,000 | AID 720707 | O95398 | Potency, µM (highest dose often 154 µM), for inactives: at the top dose activation, actives largely listed as activators | EPAC1 agonist qHTS, biochemical assay; response scale: 100% = response to 6.5 mM cAMP; note: potency is the fitted concentration of half-maximal effect; nearly all actives have a fitted effect of over 60% in size
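Compounds were pinned as a concentration titration into mixtures of EPAC1 (100 nM), BODIPY-GDP-loaded Rap1B (250 nM) and GDP (50 uM). After 5 min at room temperature, fluorescence was followed for 30 min; activity was scaled to 6.5 mM cAMP.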
IL2 activator: IL-2 activation | IL-2 activation reporter assay, cell-based qHTS; stimulated with anti-CD3/CD4/CD28 beads; in transgenic mouse T cells | activation, % (series mostly up to about 46 µM) | hit rate 0.065% among 360,000 | AID 652025; in the data active = activation above about 50%; inconclusive = mostly about 30% to 49%; note: 0% is about no effect
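Unstimulated transgenic mouse T cells, 750 per well, received compound and, after 60 minutes, anti-CD3/anti-CD4 bead plus anti-CD28 stimulation. EGFP and DsRed were quantified after 18 hours.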
FUS yeast rescue: FUS proteinopathy suppression in yeast. S. cerevisiae FUS-expressing, growth rescue, OD600, 24 h. Potency, µM (series often up to 76.6 µM), for inactives: at the highest dose growth rescue (activation), actives largely listed as activators. hit rate 0.24% among 390,000. AID 1347120;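 note: potency is the fitted concentration of half-maximal effect; plate controls were DMSO vehicle for no effect and reference control for full effect; nearly all actives have a fitted effect of over 55% in size; some results filed as inactive show a strong effect at the top dose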
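Cultures pregrown in 2.5% raffinose medium are shifted to minimal medium containing 2% galactose to express toxic FUS. Compounds are tested at several concentrations. After 24hr at 30C, growth is quantified at 600 nm absorbance.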
EPAC1 antag: blocks human EPAC1 exchange factor. EPAC1 GEF assay, Rap1b-BODIPY-GDP exchange fluorescence. Potency, µM (doses to about 115 µM), without a hit: at the top dose activity change, negative = inhibition, hits mostly inhibitors. hit rate 0.14% among 360,000. AID 720709;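 note: potency is the fitted concentration of half-maximal effect; plate controls were vehicle for no effect and positive control for full effect; nearly all actives have a fitted effect of over 50% in size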
* hit, by the source's call; ? = inconclusive; / = not tested or not shown; & = joins results of further samples; [ ] = dose if it differs, or a comment. Unless noted, calls come from the whole dose curve; as a rule, active = well fitted curve in the direction sought with a large enough effect; inconclusive = small, poorly fitted or top-dose-only effect, or another doubt; inactive = no such curve, though single readings can be large; an effect the other way counts as inactive or inconclusive.

SMILES | PLK1 PBD block | Abeta yeast res | PI5P4Ka inh | WRN inhibitor | EPAC1 ag | IL2 activator | FUS yeast rescue | EPAC1 antag
COc1ccc(-c2c(C)n([O-])c(C)c(C)[n+]2=O)cc1OC | 0% | 7% | -2 | 13% | 8% | 1.4 | 1% | 2%
N#CC1=C(N)OC2=C(C(=O)CCC2)[C@]12C(=O)N(CC(N)=O)c1ccccc12 | 0% | -8% | -3 | 9% | -4% | -2.9 | -4% | 4%
CC1CCN(C(=S)c2ccccc2O)CC1 | 15µM* | 10% | / | -2% | 0% | -1.9 | 26% | 0%
COC(=O)Cn1c(=NC(=O)c2cc(-c3cccs3)nc3ccccc23)sc2cc(S(N)(=O)=O)ccc21 | -12% | 0% | -23 | -8% | 3% | -0.3 | / | -9%
Cc1cc(C)c(S(=O)(=O)N2CCN(C(=O)C(C)Cn3cncn3)CC2)c(C)c1 (stereo not given) | 6% | -6% | -3 | 0% | -5% | 2.1 | -8% | 15%
O=C1c2oc3ccc(F)cc3c(=O)c2C(c2ccccc2)N1CC1CCCO1 (stereo not given) | -9% | 4% | / | -2% | -3% | 0.3 | 8% | -1%
O=C(NCc1ccncc1)C1=NN(c2ccccc2)C(=O)CC1 | -9% | -4% | -10 | -36% | -1% | -3.8 | 12% | -29%
COc1cc(C2C(C(=O)c3ccco3)=C(O)C(=O)N2Cc2ccccc2)ccc1O (stereo not given) | -13% | -7% | -9 | -9% | -2% | -0.6 | 26% | -21%
CC(Sc1nnc(-c2ccccc2F)n1C)C(=O)NC1CCCCC1 (stereo not given) | -14% | -15% | 2 | 3% | -2% | -0.7 | 4% | 12%
CCc1nc2ccc(C(=O)NCCOc3ccc(OC)cc3)cn2c1N(C)Cc1ccc(N(C)C)cc1 | -5% | -9% | 15 | -10% | -4% | -0.6 | -6% | -7%
CC(c1ccccc1)N1CCC(CNC(=S)Nc2cccc(Cl)c2)C1 (stereo not given) | -7% | -16% | 9 | -9% | 5% | -0.4 | 18% | -8%
COc1ccc(C2=Nc3ccccc3N(C(=O)c3ccc4ncccc4c3)C2C(=O)NC(C)(C)C)cc1 (stereo not given) | -9% | -17% | -12 | -3% | 5% | -0.1 | ? | -6%
CCOc1ccc(C(=O)C(C)OC(=O)Cn2[nH]c(=O)c3ccccc3c2=O)cc1 (stereo not given) | -9% | 19% | -1 | -34% | 3% | -1.4 | 43% | -22%
CN(C(=O)C1CCOC1)c1nnc(-c2ccncc2)s1 (stereo not given) | -6% | 8% | 7 | -13% | 0% | -0.7 | 26% | -3%
CC1(C(=O)NS(=O)(=O)c2cccs2)CCN1C(=O)c1cccc(F)c1 (stereo not given) | -9% | 3% | 1 | -4% | -1% | -0.4 | -14% | -5%
CN(C)C(CNC(=O)CNC(=O)c1ccc(Br)cc1)c1ccccc1 (stereo not given) | -8% | -15% | -7 | -2% | 10% | -7.7 | 34% | 15%
O=C(NCCCn1ccnc1)c1ccccc1Cl | 8% | -1% | -5 | -9% | 11% | -0.9 | 15% | 2%
COC(=O)CCCC(=O)N1CCC(n2nccc2NC(=O)CCOc2ccccc2)CC1 | -1% | 6% | 8 | -18% | 2% | -0.9 | / | -4%
Cc1cc(C(=O)CN2C(=O)NC(CC(C)C)C2=O)c(C)n1-c1ccccc1F (stereo not given) | -1% | -5% | -2 | 4% | 2% | 2.5 | 12% | 3%
COCCn1c(-c2ccc(F)cc2)nc2oc3cc(OC)ccc3c(=O)c2c1=O | -6% | 8% | -5 | 8% | 5% | 0.4 | -1% | 0%
CCc1ccc(N2CC(C)Cn3c2nc2c3c(=O)n(CCN3CCOCC3)c(=O)n2C)cc1 (stereo not given) | -8% | -2% | 11 | 0% | 0% | -0.3 | -21% | 4%
COc1ccc(CCN2C(=O)CCC2(C)C(=O)NC2CCCC2)cc1OC (stereo not given) | 3% | -5% | -5 | 3% | -3% | -0.4 | 6% | -6%
O=C(CCN1C(=O)C2CCCCC2C1=O)Nc1ccc(OC(F)F)cc1 (stereo not given) | 4% | 6% | 1 | -2% | 2% | 4.5 | -10% | 0%
COc1ccc(S(=O)(=O)N2CCOCC2)cc1NC(=O)CSc1ccc(F)cc1 | -20% | -3% | -5 | -9% | 20% | 0.6 | 33% | -7%
CCCN(CCC)CCCNC(=O)c1cc2c(-c3ccc(OC)c(OC)c3)nn(C)c2s1 | 2% | 1%&-10% | -1 | -6%[11.6 µM] | -4% | -0.4 | 11%&24% | 8%
c1nc2n(n1)C1=C(CCCC1)C1(CCCCC1)N2 | 2% | 32% | 2 | 2% | -1% | -0.1 | -8% | 3%
COc1ccc(C(O)P(=O)(OC(C)C)c2ccc(N(C)C)cc2)c(OC)c1 (stereo not given) | -11% | 5% | 0 | 3% | 8% | -0.2 | -20% | -4%
CCN1CCN(CCCNC(=O)c2ccc3c(c2)NC(=O)/C(=C\c2cccc(C)c2)S3)CC1 | -3% | -39%[inhibitor] | -27 | -10% | -7% | -0.7 | 29% | 9%
CCCCOC(=O)C1=C(C)NC(=O)NC1c1cc2c(cc1Br)OCO2 (stereo not given) | -5% | 1% | -10 | -4% | 2% | -0.3 | -14% | 2%
Cc1nn(C)c(C)c1S(=O)(=O)N(CC(=O)N1CCc2ccccc2C1)c1ccc(C(C)C)cc1 | 1% | 1% | -3 | -2% | -10% | -5.1 | 22% | -8%
Cc1cc(Cl)c2oc(C(=O)N3CCC(O)(c4ccccc4)CC3)c(C)c2c1 | 1% | -10% | 28 | 4% | 12% | -0.7 | ? | -24%
CCN(CC)CCNC(=O)c1ccc(NC(=O)COc2ccccc2F)cc1 | 26% | -7% | 1 | -7% | 6% | 0.2 | -16% | -1%
CN(CC(=O)O)S(=O)(=O)c1cccs1 | 4% | 4% | 0 | -4%[57.1 µM] | 9% | -1.6 | -8% | -2%
COC(=O)c1ccc(COc2ccc(/C=N/Nc3nc(C)cc(=O)[nH]3)cc2)cc1 | -9% | -15% | -20 | -10%[11.6 µM] | -6% | 0.5 | 23% | -17%
O=S(=O)(c1cnc(Cl)c(Br)c1)N1CCN(c2ncccn2)CC1 | -25% | 3% | 5 | -7% | -4% | -1.8 | 2% | 2%
O=C(NC1CCN(Cc2ccc(Cl)c(Cl)c2)CC1)c1ccccc1 | 4% | 7% | -3 | 3% | -7% | -2.0 | -5% | 3%
Cc1nnc(SCC(=O)Nc2ncc3c(n2)CCCC3=O)s1 | -2% | 10% | -5 | -7%[57.1 µM] | -7% | -1.7 | -24% | 9%
Cc1cc(C)c(S(=O)(=O)c2cc(F)ccc2C)c(Cl)n1 | -20% | -13% | 3 | 15% | 7% | -0.3 | 0% | -4%
COc1ccc(CCC(=O)NNC(=O)Nc2ccc(C(C)=O)cc2)cc1 | -5% | 5% | 3 | -6% | 15% | -0.1 | 10% | -15%
O=C(CSc1nnc(CNC(=O)c2cccs2)o1)c1ccccc1 | -20% | 24% | -2 | 1% | 1% | -1.2 | 13% | 16%

Entries of single compounds from above. Order of values: PLK1 PBD block	Abeta yeast res	PI5P4Ka inh	WRN inhibitor	EPAC1 ag	IL2 activator	FUS yeast rescue	EPAC1 antag
Profile of `O=C(CCN1C(=O)C2CCCCC2C1=O)Nc1ccc(OC(F)F)cc1` (stereo not given) : 4%	6%	1	-2%	2%	4.5	-10%	0%
Profile of `CCc1ccc(N2CC(C)Cn3c2nc2c3c(=O)n(CCN3CCOCC3)c(=O)n2C)cc1` (stereo not given) : -8%	-2%	11	0%	0%	-0.3	-21%	4%
Profile of `O=C(CSc1nnc(CNC(=O)c2cccs2)o1)c1ccccc1` : -20%	24%	-2	1%	1%	-1.2	13%	16%
Profile of `CCN1CCN(CCCNC(=O)c2ccc3c(c2)NC(=O)/C(=C\c2cccc(C)c2)S3)CC1` : -3%	-39%[inhibitor]	-27	-10%	-7%	-0.7	29%	9%

Further structures follow:
SMILES | PLK1 PBD block | Abeta yeast res | PI5P4Ka inh | WRN inhibitor | EPAC1 ag | IL2 activator | FUS yeast rescue | EPAC1 antag
O=C(CSc1nnc(Cc2ccccc2)n1-c1cccc(Cl)c1)N1CCOCC1 | -8% | 19% | -1 | 0% | 0% | 6.0 | 26% | -11%
O=C(Cn1sc2ccccc2c1=O)NC12CC3CC(CC(C3)C1)C2 | 3µM* | -74%[inhibitor] | -91* | 40µM* | 7% | -7.8 | / | 0%
O=C(O)CC(=O)Nc1cc(Cl)ccc1O | -10% | -7% | / | -14% | 3% | -1.5 | -14% | 3%
Fc1ccc(C2CC(c3ccco3)n3ncnc3N2)cc1 (stereo not given) | -1% | 7% | 0 | 4% | -8% | -1.4 | 2% | -16%
N#CCC(=O)Nc1ccccc1C(=O)O | -3% | -9% | -3 | 8% | -8% | -4.1 | 31% | 13%
O=Cc1cccn1-c1cccnc1 | -7% | 5% | 2 | 2% | 2% | -1.4 | -32% | -2%

Quoted at random: five entries already listed, in no set order.
SMILES | PLK1 PBD block | Abeta yeast res | PI5P4Ka inh | WRN inhibitor | EPAC1 ag | IL2 activator | FUS yeast rescue | EPAC1 antag
Cc1cc(C(=O)CN2C(=O)NC(CC(C)C)C2=O)c(C)n1-c1ccccc1F (stereo not given) | -1% | -5% | -2 | 4% | 2% | 2.5 | 12% | 3%
CCCN(CCC)CCCNC(=O)c1cc2c(-c3ccc(OC)c(OC)c3)nn(C)c2s1 | 2% | 1%&-10% | -1 | -6%[11.6 µM] | -4% | -0.4 | 11%&24% | 8%
O=C(CSc1nnc(CNC(=O)c2cccs2)o1)c1ccccc1 | -20% | 24% | -2 | 1% | 1% | -1.2 | 13% | 16%
CC(Sc1nnc(-c2ccccc2F)n1C)C(=O)NC1CCCCC1 (stereo not given) | -14% | -15% | 2 | 3% | -2% | -0.7 | 4% | 12%
CCc1ccc(N2CC(C)Cn3c2nc2c3c(=O)n(CCN3CCOCC3)c(=O)n2C)cc1 (stereo not given) | -8% | -2% | 11 | 0% | 0% | -0.3 | -21% | 4%
